From PubChem BioAssay
OX1R antag-1: antagonists of human orexin 1 receptor (OX1R); O43613; AID 485270; inhibition, % at 6.6 µM; 1.8% of 330,000 active; OX1R-expressing cells, FRET antagonist read-out; in the data active = inhibition mostly above about 38%, no sharp cut-off; inactive = mostly below about 40%;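 note: 0% = agonist challenge alone and 100% = reference antagonist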
Target sequence (O43613 whole entry, looked up): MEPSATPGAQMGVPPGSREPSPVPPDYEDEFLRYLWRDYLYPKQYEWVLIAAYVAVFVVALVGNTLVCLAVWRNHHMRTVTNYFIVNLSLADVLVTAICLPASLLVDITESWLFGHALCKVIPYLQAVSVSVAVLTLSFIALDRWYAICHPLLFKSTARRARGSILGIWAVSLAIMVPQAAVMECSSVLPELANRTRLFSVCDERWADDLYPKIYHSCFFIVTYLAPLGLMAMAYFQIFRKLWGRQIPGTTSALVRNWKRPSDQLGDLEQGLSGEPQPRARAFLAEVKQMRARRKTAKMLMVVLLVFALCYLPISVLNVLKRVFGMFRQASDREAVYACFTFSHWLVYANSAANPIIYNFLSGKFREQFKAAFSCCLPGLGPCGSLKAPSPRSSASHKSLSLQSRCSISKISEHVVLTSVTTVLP
OX1R antag-2: antagonists of human orexin 1 receptor; AID 434989; O43613; CHO/OX1R cells, Fluo-8 calcium fluorescence, orexin A; inhibition, % at 5 µM; 0.43% of 330,000 active;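 active = inhibition above its plate's threshold, mean inhibition of all tested compounds on the plate plus 3 SD, cut at about 37% in these data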;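 note: 0% = orexin A challenge wells and 100% = SB-334867-A antagonist wells; not every result past the cut was called active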
The depositor's hits bear a star.

OX1R antag-1	OX1R antag-2	molecule
0.3	1.6	COc1ccc(CN2C(=O)c3ccccc3C(/C=N\OCc3ccc(C)cc3)C2=O)cc1 (configuration not stated)
28.1	-1.4	Cc1cc(C(=O)N/N=C/c2ccc([N+](=O)[O-])cc2)c(C)o1
14.5	-11.4	O=C(O)CCSc1nc(C(F)(F)F)cc(=O)n1-c1ccccc1
5.8	-17.2	COc1cc(NC(=O)Cc2ccc([N+](=O)[O-])cc2)c(C(=O)O)cc1OC
-11.8	-7.7	COc1ccc(CNC(=O)CCC(=O)Nc2cccnc2)cc1
24.9	-55.8	Cn1c(N2CCN(C(c3ccccc3)c3ccccc3)CC2)nc2ccccc21
15.4	-3.5	COc1ccc(OC)c2[nH]c(=O)c(CCNC(=O)C(C)(C)C)cc12
18.3	-31.6	COc1ccc(-n2nc(C(=O)NCC(=O)Nc3cccc(C)n3)c3ccccc3c2=O)cc1
11.3	-3.0	COc1cc(C(O)C(=O)O)ccc1O (configuration not stated)
1.3	2.4	CCN(CC)C(=O)C(=O)Nc1cc(C(F)(F)F)ccc1Cl
8.4	-1.4	CC(C)C(=O)NC(=S)Nc1nnn(C)n1
17.7	-11.0	N#Cc1cc2cc3c(cc2nc1SCC(=O)OC1CCCCC1)OCO3
12.5	-10.0	Cc1ccsc1C(=O)OCC(=O)Nc1cccc(S(=O)(=O)N2CCOCC2)c1
15.9	-10.3	O=C(OCc1ccc(Cl)c(Cl)c1)c1ccccn1
10.2	-13.4	CCOc1cc(C=NNC(=O)c2cccc(S(=O)(=O)N3CCCC3)c2)ccc1O
31.9	5.9	CCOc1ccc(Oc2ccccc2NC(=O)CSCC(=O)Nc2cc(C)on2)cc1
25.6	-33.5	O=c1cc(CSc2nnnn2-c2ccccc2)nc2scc(-c3ccccc3)n12
8.4	-7.4	Cc1ccc(S(=O)(=O)N(C)CC(=O)NCc2ccncc2)cc1
28.9	-31.3	O=C(Nc1ccccc1)O/N=C1\CCCCC1c1ccc([N+](=O)[O-])cc1[N+](=O)[O-] (configuration not stated)
12.7	-8.9	COc1ccc(-c2[nH]nc3c2C(c2ccoc2)C(C#N)=C(N)O3)cc1 (configuration not stated)
1.2	-27.3	O=C(NCCCN1CCOCC1)c1cccnc1SCc1ccccc1Cl
3.4	-7.5	Nc1ccc(-c2nc3cc(N)ccc3n2CCO)cc1
6.3	-9.5	CCOC(=O)CSc1nc2ccc(S(=O)(=O)N3CCOCC3)cc2[nH]1
14.1	-20.4	Cc1nn(CC(=O)Nc2sc3c(c2C#N)CCC(C(C)(C)C)C3)c(C)c1[N+](=O)[O-] (configuration not stated)
5.0	-18.1	COCCn1c(=O)[nH]c2cc(C(=O)N3CCN(c4ccccc4F)CC3)ccc2c1=O

One compound at a time (already shown):
COc1ccc(OC)c2[nH]c(=O)c(CCNC(=O)C(C)(C)C)cc12 is entered as OX1R antag-1: 15.4; OX1R antag-2: -3.5
CCOc1cc(C=NNC(=O)c2cccc(S(=O)(=O)N3CCCC3)c2)ccc1O is entered as OX1R antag-1: 10.2; OX1R antag-2: -13.4
COc1ccc(CNC(=O)CCC(=O)Nc2cccnc2)cc1 is entered as OX1R antag-1: -11.8; OX1R antag-2: -7.7

Continuation:
OX1R antag-1	OX1R antag-2	molecule
4.8	-17.7	COC(=O)c1ccc(CNC(=O)c2ccc(NS(=O)(=O)c3ccc4[nH]c(=O)[nH]c4c3)cc2)cc1
1.6	-11.1	CCOC(=O)c1[nH]c(C)c(C(=O)NCc2ccco2)c1C
19.8	-12.8	CCc1nnc(NC(=O)c2ccc(S(=O)(=O)N(CC(C)C)CC(C)C)cc2)o1
6.7	-27.9	CCC(C)(C)NC(=O)C(c1ccc(C)cc1)N(CCN1CCOCC1)C(=O)CNC(=O)c1cccs1 (configuration not stated)
11.3	-8.4	CCN(CC)CCn1c(=N)n(CC(O)COc2ccccc2)c2ccccc21 (configuration not stated)
23.8	-11.8	O=S(=O)(NCCOc1ccccc1)c1ccc2ccccc2c1
16.1	-10.6	COc1ccccc1N1CCN(S(=O)(=O)c2cn(C)c(=O)n(C)c2=O)CC1
4.4	-35.0	Cc1cc2oc(=O)cc(CN3CCCCC3)c2cc1C
9.9	-11.7	Cc1ccc(CCC(=O)NCc2ccccc2)o1
10.6	-17.1	Cc1ccc(NC(=O)Cc2noc3ccccc23)c(C)c1
5.5	4.5	O=C(c1ccccc1)c1ccc(OCCO)cc1
12.5	-13.3	COc1ccc(/C=C(\NC(=O)c2ccccc2)C(=O)NCc2ccco2)cc1OC
52.4*	-14.2	CCOC(=O)/C(N=Nc1c(C)n(C)n(-c2ccccc2)c1=O)=C(/O)c1ccccc1
-5.9	-18.6	CCOC(=O)c1cnc(Nc2nc3ccccc3o2)nc1CSC(=S)N(CC)CC
31.5	-11.6	COC(=O)c1ccc(S(=O)(=O)N2CCC(c3nc4ccccc4o3)CC2)cc1
12.2	-14.1	COc1ccccc1S(=O)(=O)Cc1ccc(C(=O)NC2CCCCCC2)o1
21.0	-15.5	CCCc1nc2oc3c(NCc4ccccn4)ncnc3c2c2c1COC(C)(C)C2
6.8	-8.3	CC(=O)Nc1ccc(S(=O)(=O)N2CCC(c3nc4ccccc4[nH]3)CC2)cc1
6.3	-15.3	CC12CN(C(=O)c3ccc([N+](=O)[O-])cc3)CC(C)(CN(C(=O)c3ccc([N+](=O)[O-])cc3)C1)C2=O
-1.0	-31.1	CC1CN(c2nc3ccccc3nc2SCC(=O)Nc2ccc(F)cc2)CC(C)O1 (configuration not stated)
-11.7	-7.7	CC(C)Oc1ccc(S(=O)(=O)N2CCCCC2)cc1NC(=O)CN1CCCC1c1cccs1 (configuration not stated)
30.2	-13.3	NS(=O)(=O)c1cccc(NC(=O)COC(=O)/C(=C/c2cccs2)c2cccs2)c1
16.5	-29.1	Cc1ccc(-c2ccc(SCC(=O)Nc3ccc4c(c3)OCCO4)nn2)cc1
7.3	2.1	N#Cc1cnc(SCC(=O)N2CCCCC2)nc1N
9.3	-4.0	COc1cccc2c1cc1c(=O)n(CC(=O)NCc3ccccn3)nc(C)n12

By substructure, the entries above containing a tert-butyl group
OX1R antag-1	OX1R antag-2	molecule
15.4	-3.5	COc1ccc(OC)c2[nH]c(=O)c(CCNC(=O)C(C)(C)C)cc12
14.1	-20.4	Cc1nn(CC(=O)Nc2sc3c(c2C#N)CCC(C(C)(C)C)C3)c(C)c1[N+](=O)[O-] (configuration not stated)

Random excerpt: 2 compounds from above.
OX1R antag-1	OX1R antag-2	molecule
-5.9	-18.6	CCOC(=O)c1cnc(Nc2nc3ccccc3o2)nc1CSC(=S)N(CC)CC
9.9	-11.7	Cc1ccc(CCC(=O)NCc2ccccc2)o1

The list continues:
OX1R antag-1	OX1R antag-2	molecule
13.1	-39.8	O=C(NCCCC1CCCC1)C1CCC(=O)N(Cc2ccc(Cl)cc2)C1 (configuration not stated)
16.0	-2.7	O=C(Nc1ccnn1C1CCN(Cc2cccc(OCCO)c2)CC1)C1CCOC1 (configuration not stated)
21.6	-14.2	CCOc1ccc(CCNC(=O)c2ccc3ccccc3n2)cc1OCC
8.6	-8.7	CCCCC(CC)CNC(=O)CC1Nc2c3ccccc3nc(=S)n2C1=O (configuration not stated)
3.1	-6.0	Cc1cc(Nc2ccc(F)cc2)nc(N)n1
18.2	5.6	COc1ccccc1N=C(C)C1=C(O)COC1=O
6.8	-23.0	CC(C)C1COC(c2cccn2Cc2ccccc2Cl)=N1 (configuration not stated)
12.8	-13.9	O=C(N=C1c2ccccc2CN1c1ccc(F)c(F)c1)c1cccnc1
20.2	-38.6	CC(Sc1nnc(-c2cccnc2)n1-c1ccccc1F)C(=O)N1CCCc2ccccc21 (configuration not stated)
8.8	-39.7	COc1ccc(OC)c(NC(=O)CSC2=NN3CCCC(=O)N=C3S2)c1
0.1	-32.6	CCOC(=O)CN1CCC(c2cc(-c3ccc(Cl)cc3)n[nH]2)CC1
0.0	-16.5	Cc1cccc(N2CCN(C(=O)c3ccccc3SCC(=O)N3CCCC3)CC2)c1C
27.0	-60.9	CCN1C(=O)[C@H]2[C@@H](c3ccc(C)cc3)N3C(=O)N(c4cccc(Br)c4)C(=O)[C@@]3(CC(C)C)[C@H]2C1=O
8.8	-30.3	CCC(=O)N(Cc1cc(=O)[nH]c2ccccc12)c1cccc(C)c1
38.7	-31.0	CC(=O)NC12CC3CC(C1)CC(C(=O)Nc1nc4c(C)cccc4s1)(C3)C2
31.1	-17.2	CCCCC(C(=O)NC1CCCC1)N(Cc1ccco1)C(=O)Cn1nnc(-c2ccc(F)cc2)n1 (configuration not stated)
10.6	-18.4	COc1ccc(CCNC(=O)NC23CC4CC(CC(C4)C2)C3)cc1OC
11.0	-3.5	COc1ccc(C(=O)N2CCN(Cc3cc(OC)ccc3OC)CC2)cc1
21.4	-18.9	Clc1ccc(-c2cn3c(n2)CCC3)cc1
-1.8	0.6	CCOc1ccc2cc(C(=O)NCc3ccccc3)c(=N)oc2c1
0.7	7.0	O=C(O)/C(=C/c1cccnc1)NC(=O)c1ccccc1
13.3	9.7	C#CCOCCOCCOCCNc1nc(N2CCN(C(=O)Cn3cc(CC(C)O)nn3)CC2)nc(N2CCN(C(=O)[C@H](CCCCN)n3cc(CCC(=O)O)nn3)CC2)n1 (some centres not stated)
15.8	-8.9	COC(=O)c1sc(S(=O)(=O)N2CCCCC2C(=O)O)c(C(=O)OC)c1C (configuration not stated)
8.8	-11.4	COc1ccc(CCC(=O)NCCCNC(=O)CCc2ccc(OC)cc2)cc1
18.1	-20.8	O=[N+]([O-])c1cccc(/C=C/C=N/Nc2nc(N3CCCCC3)nc(N3CCCCC3)n2)c1

In a second layout: 2 of the compounds above
Molecule	OX1R antag-1	OX1R antag-2
COC(=O)c1sc(S(=O)(=O)N2CCCCC2C(=O)O)c(C(=O)OC)c1C (configuration not stated)	15.8	-8.9
Cc1cc(Nc2ccc(F)cc2)nc(N)n1	3.1	-6.0

New compounds follow.
OX1R antag-1	OX1R antag-2	molecule
12.5	-23.7	O=C(C1CCCC1)N(c1ccccc1)C1C=CS(=O)(=O)C1 (configuration not stated)
1.6	15.4	ClC(/C=N/n1cnnc1)=C/c1ccccc1
20.5	-17.2	CC(C)CN(C(=O)CSc1nnnn1-c1ccccc1)c1c(N)n(CC(C)C)c(=O)[nH]c1=O
8.8	-35.6	Cc1cccc(C)c1OCc1cc(C(=O)NCc2ccc(Cl)s2)no1
1.7	-7.5	COc1ccc(-c2nnc3n2CCCCC3)cc1
28.3	-6.8	CC(=O)C12CC(C)=C(C)CC1CC1C3CCC4=CC(=O)CCC4(C)C3CCC12C (configuration not stated)
6.3	4.5	Cc1cc(C)nc(OC(=O)c2ccc(Cl)cc2Cl)n1
8.7	0.1	O=C(Nc1ccccn1)C1COc2ccccc2O1 (configuration not stated)
17.1	-21.1	CCOc1cc(C(=O)Nc2c(C)ccc3nsnc23)cc(OCC)c1OCC
27.4	-36.9	COc1ccc(NC(=O)C(Sc2ccccc2)c2ccccc2)c(OC)c1 (configuration not stated)
12.7	-23.8	COc1ccc(C/C(C)=N/NC(=S)Nc2ccc(C)c(C)c2)cc1
21.2	-6.7	CNCc1ccccc1Sc1cc(O)ccc1O
0.9	-22.4	CCCC(=O)Nc1ccc(NC(=O)c2cc3ccccc3o2)c(OC)c1
22.4	-10.9	C/C(Cn1nnc([N+](=O)[O-])n1)=N\NC(=O)c1ccccc1O
-6.3	-17.8	COc1ccc2c(CC(=O)NCc3cccs3)coc2c1
12.5	-8.3	COc1cccc(NC(=O)C(C)OC(=O)c2n[nH]c3ccccc23)c1 (configuration not stated)
3.5	12.3	COC(C(=O)Nc1ccc(S(=O)(=O)Nc2ccc(F)cc2)cc1)c1ccccc1 (configuration not stated)
-4.6	-12.5	O=C(NCc1n[nH]c(=S)n1-c1ccc(F)cc1)c1ccc(S(=O)(=O)N2CCCCC2)cc1
4.3	-20.4	CCCn1c(=O)c(C(=O)NCc2ccccc2)c(O)c2ccccc21
3.6	-0.6	COCCCN=CC1=C(O)CC(C)(C)CC1=O
5.6	-22.4	Cn1c(SCc2nc(-c3ccccc3)no2)nnc1-c1ccco1
1.2	-0.9	CCOc1ccc(OCCC(=O)OCC(=O)NC(C)c2ccccc2)cc1 (configuration not stated)
14.5	-14.9	Cn1cc(Br)c(C(=O)N/N=C/c2cccc(OC3CSC3)c2)n1
5.4	-6.6	CCCN(CC(=O)Nc1ccccc1OC)C(=O)c1ccncc1
10.7	-17.7	Cc1cccc(NC(=O)Nc2ccc(C#N)cc2)n1
4.9	10.5	CC(C)c1ccc(/C=C/C(=O)n2nnc3ccccc32)cc1
18.2	0.3	Cc1ccc(S(=O)(=O)NNC(=S)Nc2ccc(Cl)cc2)cc1
27.3	-17.9	CN1CC=C2C(C#N)=C(N)C(C#N)(C#N)C(Cc3ccccc3)C2C1 (configuration not stated)
21.9	-24.0	Cc1oc(-c2ccccc2F)nc1CS(=O)(=O)CC(=O)NC1CCCC(C)C1C (configuration not stated)
0.5	-9.1	O=C(Nc1ccccc1)N1CCCN(c2ccc(C(F)(F)F)cn2)CC1
9.1	-6.3	COc1ccc(S(=O)(=O)N2CCCCC2)cc1NCC(=O)Nc1ccc(C)cc1
6.1	-5.4	CC1CN(C(=O)COC(=O)c2ccc(F)cc2Cl)CC(C)O1 (configuration not stated)
10.2	-3.7	CCOc1ccc(C2Nc3cccc4cccc(c34)N2)cc1OC
-10.7	-21.5	COC(=O)Cn1c(=O)c2c(nc3n2CCCN3CCc2ccccc2)n(C)c1=O
-4.8	-24.3	CCCCCSc1nc2c(c(=O)[nH]c(=O)n2C)n1C(C)C
6.8	-29.4	CCn1nc(C(=O)OCC(=O)c2ccc3c(c2)OCCO3)c2ccccc2c1=O
6.1	-1.4	Cc1ccc(CSCc2ccc(C(=O)NC3CC3)o2)cc1
4.4	4.6	O=C(NCc1ccco1)c1nc2ccccc2s1
